# Screening results deposited in PubChem BioAssay by several laboratories.
# Rin1 Abl inh – inhibitors of Rin1-Abl protein binding, primary screen, biochemical, TR-FRET; Tyrosine-protein kinase ABL1 (Homo sapiens) + Ras and Rab interactor 1 (Homo sapiens), …; inhibition, % at 7.35 µM; 360,000 compounds, 0.4% hits; in the data active means inhibition above about 5%, passing the limit was not always enough
# FAS-TE inh – FAS thioesterase domain inhibitors, primary screen, biochemical, fluorescence intensity, uHTS; inhibition, % at 15 µM; 360,000 compounds, 0.67% hits; recombinant FAS-TE, OMFH fluorogenic substrate, fluorescence endpoint; Fatty acid synthase (Homo sapiens), P49327; AID 602261, 2012;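 active means compounds whose normalised, plate-corrected inhibition of enzyme fluorescence in the single-dose primary screen is 50% or more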;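 further: 0% = DMSO with enzyme and 100% = substrate without enzyme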
# bovine MsrA act – bovine MsrA enzyme activators, primary screen, biochemical, absorbance, HTS. 360,000 compounds, 0.3% hits. Methionine sulfoxide reductase A (Bos taurus). purified bovine MsrA, absorbance read-out. AID 602163, 2012. activation, % at 10.6 µM; in the data active means activation above about 7.5%;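 further: 0% = vehicle and 100% = reference activator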
# CendR NRP1 mod – modulators of CendR peptide binding to NRP-1, primary screen, biochemical, fluorescence polarization, uHTS. Neuropilin-1 (Homo sapiens), O14786. FAM-RPARPAR peptide binding to NRP-1. inhibition, % at 25 µM. 360,000 compounds, 0.85% hits. AID 602438, 2012;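 active means inhibition or corrected inhibition above about 18%, plus a signal ratio from 0.5 to 1.5, limit read from the data, passing the limit was not always enough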; further: strong numbers were not always called active
# SKN-1 inh – suppressors of acrylamide-induced Pgst-4::GFP reporter in worms, primary screen, SKN-1 inhibitor project, whole organism, uHTS, GFP/RFP fluorescence ratio, strain VP596; inhibition, % at 21.8 µM; 360,000 compounds, 0.49% hits; C. elegans VP596 Pgst-4::GFP/RFP ratio, 24 h; AID 624304, 2012;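 active means interference check ratio from 0.5 to 1.5 plus GFP to RFP signal ratio inhibition reaching or exceeding a fixed threshold, cut at about 30% in these data, passing the limit was not always enough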; further: some compounds called inactive have numbers as strong as hits
# E coli Lon inh – inhibitors of E. coli Lon protease, primary screen, biochemical, fluorescence polarization | P0A9M0 | purified E. coli Lon protease | inhibition, % at 7.94 µM | 360,000 compounds, 0.42% hits; in the data active means inhibition above about 13%, passing the limit was not always enough;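 further: 0% = enzyme with probe and DMSO and 100% = no enzyme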
# MT1-MMP act inh – blockers of MT1-MMP proenzyme processing, primary screen, HT1080 RFP-PRO-GFP cells, GFP/RFP fluorescence; GFP/RFP ratio change, % at 20 µM; GFP/RFP ratio fluorescence, overnight; percent of plate control window, DMSO zero; AID 651647, 2012; 360,000 compounds, 0.061% hits;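 active means GFP/RFP ratio change of at least 30% with cell ATP level not reduced by more than half and red fluorescence within 50% of control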; further: strong numbers were not always called active
#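 Assay system: RFP-PRO-GFP reporter HT1080 cells; read-out basis: GFP/RFP fluorescence ratio; benchmarks: DMSO wells and RFP-L50D-GFP cells; doses: 20 µM single dose, 1% DMSO; schedule: overnight cell settling, then overnight compound exposure, 37 °C, 5% CO2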
# Neddyl block – inhibitors of cullin neddylation, primary screen, biochemical, TR-FRET, uHTS, NAE and Ubc12; 360,000 compounds, 0.58% hits; calls only at 25 µM; NEDD8-conjugating enzyme Ubc12 (Homo sapiens) + NEDD8-activating enzyme E1 regulatory …; in the data active means inhibition above about 36%
# MsrA inhibitor – bovine MsrA enzyme inhibitors, primary screen, biochemical, absorbance, HTS; Methionine sulfoxide reductase A (Bos taurus); purified bovine MsrA, absorbance read-out; inhibition, % at 15.5 µM; 360,000 compounds, 0.75% hits; in the data active means inhibition above about 4.5%;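 further: 0% = vehicle wells with enzyme and 100% = reference inhibitor wells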
# Active calls of the source: *; i = inactive; / = not tested or not shown; + = active, no number.
SMILES,Rin1 Abl inh,FAS-TE inh,bovine MsrA act,CendR NRP1 mod,SKN-1 inh,E coli Lon inh,MT1-MMP act inh,Neddyl block,MsrA inhibitor
COCC1CCN(C(=O)c2cc(COc3ccc4c(c3)CCCC4)on2)C1 (configuration not stated),-1,-15,-9,2,-21,13,/,i,-0.3
O=C(CN1C(=O)C2C3C=CC(C3)C2C1=O)Nc1ccc(C(=O)O)cc1 (configuration not stated),-1,-8,-2,-5,-6,6,-2,i,-0.9
CCn1c(Oc2ccccc2C)nc2c1c(=O)n(C)c(=O)n2C,2,-5,-1,10,0,-1,-11,i,-0.5
O=C(COC(=O)c1cc(S(=O)(=O)N2CCOCC2)ccc1F)NC1CCCCC1,1,-8,-4,-14,20,6,0,i,0.1
CC(=O)Nc1cccc(Nc2cc(C)nn2C)c1,4,-8,-3,5,2,4,5,i,2.3
O=c1c2ccccc2oc2nc(C3CCCCC3)n(Cc3ccco3)c(=O)c12,1,13,6,-6,0,-1,-22,i,0.1
CC(=O)Nc1cc(-c2ccccc2N(C)C)cn2c(-c3ccc(S(C)(=O)=O)cc3)cnc12,-8,-12,-1,128,-3,+,-102,i,1.1
Cc1cccc(C2=NN(c3ccc(Br)cc3)[C@@H](C(=O)N3CCOC3=O)[C@@H]2c2ccccc2)c1,3,72*,-2,-4,6,-3,-2,i,/
CCc1ccc(CN/C=C/C(=O)c2ccc(Br)cc2)cc1,2,22,-3,0,24,-4,-2,i,2.0
CC1(C)CC2(CC(C)(C(=O)CSc3nc4ccccc4s3)OC2=O)C(=O)O1 (configuration not stated),4,0,-9,-1,3,2,-1,i,1.0
COCCNc1nc(NCc2cnc(C)cn2)c2sccc2n1,0,-11,-6,16,6,2,5,i,0.3
COc1cccc(/C=N/NC(=O)c2cc3c(OC)cccc3[nH]2)c1OC,-2,4,-4,0,7,-3,3,+,5.3*
Cc1nnc(Nc2ccc(Cl)cc2)s1,-2,-3,-1,0,19,-1,2,i,-1.1
CC(=O)NC(C)(c1ccccc1)c1nc(-c2ccc(N(C)C)cc2)cs1 (configuration not stated),-1,0,-1,2,11,0,-4,i,-0.3
CCCc1ccc(-c2cc(NC(=O)CSc3n[nH]c(N)n3)n(-c3ccccc3)n2)cc1,-1,-36,-2,15,13,4,5,i,-0.2
O=C1CN2C(=Nc3ccc(Cl)cc3C2c2ccccc2)CN1 (configuration not stated),-2,-4,-10,8,-9,1,-13,i,0.5
CC(=O)Nc1ccccc1C(=O)C(=O)Nc1ccc(F)cc1,-3,-10,-4,10,-2,5,-6,i,0.1
Cc1cc(F)ccc1S(=O)(=O)Nc1ccccc1C(=O)NC1CCN(Cc2ccccc2)CC1,0,10,-1,8,0,-4,7,+,-1.1
CCOC(=O)c1ccc(NC(=O)CN2C(=O)C(C)SC(C)C2=O)cc1 (configuration not stated),-2,-8,0,6,0,-2,0,i,-0.2
COc1ccccc1C1N(c2cc(Cl)ccc2OC)C(=O)C2CCCN21 (configuration not stated),2,-5,-2,-8,-3,0,3,i,1.3
N#Cc1nc(COc2ccccc2Cl)oc1NCc1ccco1,-3,12,1,14,6,2,-7,i,0.6
Cc1cc(N/C=C/C(=O)c2cccs2)ccc1F,0,15,-2,-9,21,-1,1,i,2.1
O=C1N/C(=C/c2ccc(N3CCOCC3)cc2)C(=O)N1Cc1ccc(F)cc1,-2,-5,-11,-9,7,4,2,i,1.8
CC1CCN(C(=S)NC(=O)c2ccco2)CC1,-1,-1,-4,14,22,-8,1,i,0.5
C#CCOc1c(Br)cc(/C=C2/C(=O)ON=C2C)cc1OCC,-4,0,-1,-5,-8,2,3,i,-0.5

# Part of the list above, with values under each structure:
# Second line of a record: Rin1 Abl inh, FAS-TE inh, bovine MsrA act, CendR NRP1 mod, SKN-1 inh, E coli Lon inh, MT1-MMP act inh, Neddyl block, MsrA inhibitor
- Cc1cccc(C2=NN(c3ccc(Br)cc3)[C@@H](C(=O)N3CCOC3=O)[C@@H]2c2ccccc2)c1
  3, 72*, -2, -4, 6, -3, -2, i, /
- CCc1ccc(CN/C=C/C(=O)c2ccc(Br)cc2)cc1
  2, 22, -3, 0, 24, -4, -2, i, 2.0
- CC1(C)CC2(CC(C)(C(=O)CSc3nc4ccccc4s3)OC2=O)C(=O)O1 (configuration not stated)
  4, 0, -9, -1, 3, 2, -1, i, 1.0
- COCCNc1nc(NCc2cnc(C)cn2)c2sccc2n1
  0, -11, -6, 16, 6, 2, 5, i, 0.3
- COc1cccc(/C=N/NC(=O)c2cc3c(OC)cccc3[nH]2)c1OC
  -2, 4, -4, 0, 7, -3, 3, +, 5.3*
- Cc1nnc(Nc2ccc(Cl)cc2)s1
  -2, -3, -1, 0, 19, -1, 2, i, -1.1
- CC(=O)NC(C)(c1ccccc1)c1nc(-c2ccc(N(C)C)cc2)cs1 (configuration not stated)
  -1, 0, -1, 2, 11, 0, -4, i, -0.3
- CCCc1ccc(-c2cc(NC(=O)CSc3n[nH]c(N)n3)n(-c3ccccc3)n2)cc1
  -1, -36, -2, 15, 13, 4, 5, i, -0.2
- O=C1CN2C(=Nc3ccc(Cl)cc3C2c2ccccc2)CN1 (configuration not stated)
  -2, -4, -10, 8, -9, 1, -13, i, 0.5
- CC(=O)Nc1ccccc1C(=O)C(=O)Nc1ccc(F)cc1
  -3, -10, -4, 10, -2, 5, -6, i, 0.1
- Cc1cc(F)ccc1S(=O)(=O)Nc1ccccc1C(=O)NC1CCN(Cc2ccccc2)CC1
  0, 10, -1, 8, 0, -4, 7, +, -1.1
- CCOC(=O)c1ccc(NC(=O)CN2C(=O)C(C)SC(C)C2=O)cc1 (configuration not stated)
  -2, -8, 0, 6, 0, -2, 0, i, -0.2
- COc1ccccc1C1N(c2cc(Cl)ccc2OC)C(=O)C2CCCN21 (configuration not stated)
  2, -5, -2, -8, -3, 0, 3, i, 1.3
- N#Cc1nc(COc2ccccc2Cl)oc1NCc1ccco1
  -3, 12, 1, 14, 6, 2, -7, i, 0.6

# Further structures.
SMILES,Rin1 Abl inh,FAS-TE inh,bovine MsrA act,CendR NRP1 mod,SKN-1 inh,E coli Lon inh,MT1-MMP act inh,Neddyl block,MsrA inhibitor
Cc1ccc(S(=O)(=O)N2CCC(C(=O)NCCc3ccccn3)CC2)cc1,1,-4,-3,-8,3,-6,2,i,-0.7
CCCCN1CC(=O)N2[C@H]3c4cc(OC)ccc4OC[C@@H]3[C@H](C(=O)OCC)[C@]2(C)C1=O,1,-7,-3,14,3,-17,0,i,-1.4
COc1ccc2[nH]c3c(NCCN4CCCCC4)ncnc3c2c1,-3,-4,-5,0,12,-4,18,/,/
COc1ccc(CN(C(=O)CN2C(=O)COc3ccccc32)C2CCCC2)c(OC)c1,3,21,1,6,11,13,-4,i,0.8
CC1(C)c2ccccc2N2CC(=O)NC21/C=C/c1ccco1 (configuration not stated),-9,1,2,-48,23,-29,-1,i,-0.6
CC1CCCN(C(=O)c2cccc(S(=O)(=O)Nc3cc(C(F)(F)F)ccc3Cl)c2)C1 (configuration not stated),1,-4,-3,7,-4,6,-4,i,-0.5
O=C(C1=C(O)C(=O)N(CCN2CCOCC2)C1c1cccc(Br)c1)c1cc2ccccc2o1 (configuration not stated),-12,2,-3,-4,22,-3,-5,i,1.6
CCNc1ccccc1C(=O)O,3,-3,-1,-3,7,-11,-2,/,0.5
COc1ccc(S(=O)(=O)N(CC(=O)NCC2CCCO2)c2ccc(Cl)cc2)cc1 (configuration not stated),1,-4,2,2,9,2,-2,i,0.4
Cc1n[nH]c(=O)n1-c1ccc(C(C)(C)C)cc1,-1,-4,-2,21*,8,5,-1,i,1.3
CC(/C=N/NC(=O)c1cccnc1)=C\c1ccco1,1,-13,-10,-8,8,5,-5,i,3.7
O=C(O)CC(C(=O)Nc1ccc(Cl)cc1)N1CCCCCC1 (configuration not stated),-2,-5,-4,5,2,-8,1,i,-0.2
COc1ccc(CC(=O)c2ccccc2C(=O)O)cc1,2,-4,0,-2,6,-15,-5,i,-0.7
CCN(CC)C(=O)c1[nH]cnc1C(=O)Nc1ccc(OC)cc1,3,-7,-4,3,5,-24,3,i,0.6
CC(OC(=O)c1ccco1)C(=O)Nc1ccc(C(F)(F)F)cc1 (configuration not stated),3,-1,-13,-6,-5,3,2,i,0.5
CCOC(=O)C1=C(C)Nc2ccccc2N=C1NC(=O)c1cccc(S(=O)(=O)NCc2ccccc2)c1,-1,15,-8,1,-13,-11,4,i,0.5
CCc1cccc(C)c1NC(=O)C1CCCN(S(C)(=O)=O)C1 (configuration not stated),1,-12,1,15,-6,-2,-4,i,1.1
COCc1cc(C)nc(SCC(=O)Nc2ccccc2N2CCOCC2)c1C#N,-2,6,0,-7,5,1,-7,i,1.3
CCCC(=O)OCC(=O)NCc1ccc(Cl)cc1,1,1,-3,-6,10,6,1,i,-0.5
C/C(CC(=O)Nc1ccc(N(C)C)cc1)=N\NC(=O)c1ccccc1F,0,-3,-2,3,-14,-5,-2,i,-0.6
Cc1noc(C)c1S(=O)(=O)N(C)C[C@H]1Oc2ccc(NC(=O)NC3CCCCC3)cc2C(=O)N([C@H](C)CO)C[C@@H]1C,0,-8,0,7,11,3,0,i,-1.1
O=C(CN(Cc1cccs1)C(=O)CNS(=O)(=O)c1ccc(Cl)cc1)NCC1CCCO1 (configuration not stated),0,-2,-5,12,2,15,0,i,-1.1
Cc1ccccc1NC(=O)c1cccc2nccnc12,-1,-1,-4,3,13,-1,-6,i,0.7
O=C(O)CSc1nc2c(c(C(F)(F)F)n1)CCc1ccccc1-2,-5,-5,0,-17,7,3,-3,i,1.3
CSc1oc(-c2ccco2)nc1S(=O)(=O)c1ccc(C)cc1,4,29,-1,3,3,1,-3,i,-0.8

# Going on with the list.
SMILES,Rin1 Abl inh,FAS-TE inh,bovine MsrA act,CendR NRP1 mod,SKN-1 inh,E coli Lon inh,MT1-MMP act inh,Neddyl block,MsrA inhibitor
CSc1nsc(SCCN2C(=O)c3ccccc3C2=O)n1,-1,4,-10,22,-18,-4,-3,i,-1.9
CC(C)NC(=O)C1C(c2ccc(C(F)(F)F)cc2)=Nc2ccccc2N1C(=O)c1cc2ccccc2[nH]1 (configuration not stated),/,/,/,3,3,/,-3,i,0.3
COc1cc(OC)cc(C(=O)N[C@H](C(=O)Nc2cccc(S(=O)(=O)N3CCCC3)c2)C(C)C)c1,4,7,-2,-8,-15,2,-24,i,-0.5
COc1ccc(OCCNc2cc(Cl)ccc2[N+](=O)[O-])cc1,1,18,-1,-162,17,9,0,i,1.0
COc1cccc(NC(=S)NCc2ccccc2)c1,-1,-1,-2,-6,-1,-12,0,i,0.2
O=C(Nc1ccc(Cl)cc1)NC1CCCCNC1=O (configuration not stated),4,-4,-1,3,36*,1,1,i,0.2
C=CCn1c(C)cc(C(=O)COc2nncc3ccccc23)c1C,-5,-3,-2,-16,31,11,-11,i,0.4
Cc1c(C(=O)NCCN2CCCC(O)C2)oc2c(F)cccc12 (configuration not stated),2,-7,-4,-3,-4,-7,2,i,0.3
Nc1ccc(C(=O)Nc2nc3ccccc3s2)cc1,2,-2,-5,2,13,-8,2,i,2.9
COc1ccc(-c2nc(N3CCN(C)CC3)sc2-c2ccc(OC)cc2)cc1,-3,18,1,-1,-3,1,-11,i,0.4
